High-throughput results (PubChem)
HePTP inh: inhibitors of human HePTP phosphatase, primary screen, biochemical, absorbance, leukemia target; recombinant HePTP phosphatase activity, OD absorbance; inhibition, % at 20 µM; Tyrosine-protein phosphatase non-receptor type 7 (Homo sapiens), P35236; 110,000 compounds, 0.64% hits; in the data active = inhibition above about 50%;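 also: plate controls were vehicle for no effect and reference inhibitor for full effect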
Target sequence (P35236 whole entry, looked up): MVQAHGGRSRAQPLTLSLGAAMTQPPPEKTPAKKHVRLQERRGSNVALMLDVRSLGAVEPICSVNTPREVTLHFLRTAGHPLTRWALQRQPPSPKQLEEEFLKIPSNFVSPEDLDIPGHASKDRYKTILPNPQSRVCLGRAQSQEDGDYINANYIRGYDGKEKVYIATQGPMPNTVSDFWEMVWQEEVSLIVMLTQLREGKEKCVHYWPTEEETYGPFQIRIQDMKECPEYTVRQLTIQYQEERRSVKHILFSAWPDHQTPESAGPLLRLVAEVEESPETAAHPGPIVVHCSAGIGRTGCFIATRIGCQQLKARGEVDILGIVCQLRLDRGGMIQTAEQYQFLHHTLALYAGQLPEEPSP
BAP1 block: inhibitors of BAP1 deubiquitinase, primary screen, biochemical, Ub-AMC fluorescence, kinetic. 72,000 compounds, 0.48% hits. recombinant BAP1, Ub-AMC hydrolysis fluorescence kinetic; stronger effect = lower value. Ubiquitin carboxyl-terminal hydrolase BAP1 (Homo sapiens), Q92560. AID 436, 2006. activity remaining (% of control), % at 20 µM;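 active = activity remaining at or below 50% of control, provided the compound also passes the data quality filters; inactive = the rest, including low values that fail the filters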;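 also: 100% = DMSO wells rate and 0% = substrate alone blank rate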
Starred values were filed as active, the others as inactive; i = inactive; . = not tested or not shown; & = joins results of further samples.

1. O=C(Nc1cccc(Cl)c1)Nc1nc2ccc(Br)cc2s1
2. CCOc1cccc(OCCCCN2CCCCC2)c1
3. O=C1CSC(c2ccc([N+](=O)[O-])cc2)N1c1ccc(Br)cc1 (stereo not drawn)
4. COC(=O)CN(c1ccccc1)S(=O)(=O)c1ccc(F)cc1
5. O=c1c2nnn(Cc3ccccc3)c2ncn1-c1ccccc1
6. COc1ccc(-c2nnc(SCC(=O)NCc3ccco3)o2)cc1
7. Cc1cc(C)n(-c2ccc(C(=O)N3CCc4ccccc43)cc2)n1
8. CCCCN1C(=O)/C(=C2\SC(N3CCCCC3)=NC2=O)c2ccccc21
assay / entry | 1 | 2 | 3 | 4 | 5 | 6 | 7 | 8
HePTP inh | -15 | 9 | . | -5 | 3 | 5 | -3 | 8
BAP1 block | . | 83 | 83 | 82 | 95 | 98 | 97 | 93

9. Cc1cccc(NC(=O)c2ccc(C(=O)Nc3cccc(C)c3)nc2)c1
10. CC(=O)Nc1c(C)c(Br)cc(C(=O)O)c1[N+](=O)[O-]
11. Nc1[nH]nc2nc(NCc3ccccc3)c3c(c12)CCN(Cc1ccccc1)C3
12. Cc1cc(/C=C2/NC(=S)NC2=O)c(C)n1-c1ccc(Br)cc1
13. CCOC(=O)Cc1csc(NC(=O)c2ccco2)n1
14. C=CCn1cc(C(=O)NCCCOCC)c(=O)c2cc(S(=O)(=O)N(CC)CC)ccc21
15. COc1cc(CN2CCN(C(=O)c3cc(OC)c(OC)c(OC)c3)CC2)c([N+](=O)[O-])cc1OC
16. O=C1Nc2ccccc2C1(O)c1c[nH]c2ccccc12 (stereo not drawn)
assay / entry | 9 | 10 | 11 | 12 | 13 | 14 | 15 | 16
HePTP inh | -3 | 10 | 6 | -9 | 10&2 | -8 | -11 | -7
BAP1 block | . | . | 140 | . | 64 | 98 | . | .

17. C=C(C)CNC(=S)Nc1ccccn1
18. COc1cc(NC(=O)CSc2nnc(C)s2)cc(OC)c1
19. O=C(CCNc1ccc(I)cc1)c1cccs1
20. CCS(=O)(=O)N1CCC(C(=O)NCc2ccc(F)cc2)CC1
21. COC(=O)c1c(NC(=O)c2cc(OC)c(OC)c(OC)c2)sc2c1C(C(=O)OC)CC2 (stereo not drawn)
22. CC1CCCN(C(=O)C2CCN(CCCc3ccccc3)CC2)C1 (stereo not drawn)
23. COc1ccc2cc3cc(C(=O)NCCN4CCN(Cc5ccccc5)CC4)oc3nc2c1
24. CCOC(=O)C(CCCCCOc1ccc(F)cc1)C(=O)OCC
assay / entry | 17 | 18 | 19 | 20 | 21 | 22 | 23 | 24
HePTP inh | 103* | 5 | 9 | 2 | 3 | 4 | 6 | -3
BAP1 block | . | 110 | . | 102 | . | 113 | . | .

25. COc1ccc2c(c1)nc(SCC(=O)c1ccc(OC)c(OC)c1)n2Cc1ccccc1
26. Clc1ccc(-c2nnc3sc(-c4ccc(Br)o4)nn23)cc1
27. CCOC(=O)c1ccc(N2C(=O)CSC23C(=O)Nc2ccccc23)cc1 (stereo not drawn)
28. CCNc1nnc(-c2ccc(C)cc2)o1
29. Cn1c(SCc2cccnc2)nc2cccnc21
30. O=C1NC(c2cccc([N+](=O)[O-])c2)Nc2c1sc(=S)n2-c1ccccc1 (stereo not drawn)
31. Cc1c(NC(=O)C2CCCN(S(=O)(=O)c3cnc[nH]3)C2)c(=O)n(-c2ccccc2)n1C (stereo not drawn)
32. COCCCN(C(C)=O)c1nc(-c2ccc(OC)cc2)cs1
assay / entry | 25 | 26 | 27 | 28 | 29 | 30 | 31 | 32
HePTP inh | 11 | 17 | -16 | -1 | 0 | 4 | 12 | 3
BAP1 block | . | 73 | . | 101 | 103 | . | 98 | 100

33. CCC(C)C(C(=O)Nc1ccc(C(=O)OC)cc1)N1C(=O)c2ccccc2C1=O (stereo not drawn)
34. CCc1cccc(CC)c1NC(=O)CSc1nnc(C(C)C)n1CC
35. O=C(NCCCO)C(=O)NCCc1ccccc1
36. Cc1nc2oc3ccccc3c(=O)c2c(=O)n1Cc1ccccc1
37. CC(=O)c1ccc(N/C(=N/S(=O)(=O)c2ccc(Cl)cc2)c2ccccc2)cc1
38. C=CCN1C(=O)/C(=C\c2ccc(I)o2)C(=O)NC1=S
39. O=C(O)c1cnn2c(C(F)(F)F)cc(-c3ccco3)nc12
40. CN(C1CCCCC1)S(=O)(=O)c1ccc2c(c1)c(=O)c(C(=O)NCCCN1CCCC1)cn2C
assay / entry | 33 | 34 | 35 | 36 | 37 | 38 | 39 | 40
HePTP inh | 0 | 1 | 2 | -3 | -15 | 13 | 11 | -3
BAP1 block | . | 100 | . | 104 | . | . | 81 | 100

41. CC1CCN(C(=O)c2ccccc2[N+](=O)[O-])CC1
42. COc1c(Cl)cc(C(=O)Nc2cc(C)ccn2)cc1Cl
43. COc1cc(C2Nc3cccc4cccc(c34)N2)cc(OC)c1OC(C)=O
44. Cc1cc(NC(=O)Cn2c(=O)c3c(ncn3CCC(C)C)n(Cc3ccccc3)c2=O)no1
45. CC1CC(C)CN(C(=O)C(NS(=O)(=O)c2ccc3c(c2)oc(=O)n3C)C(C)C)C1 (stereo not drawn)
46. Cc1nc(SCC(=O)NCc2ccc3c(c2)OCO3)c(C#N)c2c1CCCC2
47. c1cc(C2CCCCC2)ccc1Oc1nc(N2CCOCC2)nc(N2CCOCC2)n1
48. OC(c1cccs1)c1nccc2ccccc12 (stereo not drawn)
assay / entry | 41 | 42 | 43 | 44 | 45 | 46 | 47 | 48
HePTP inh | 2 | -1 | 10 | -3 | -2 | 4 | -2 | 12
BAP1 block | . | . | . | 82 | 101 | 65 | 66 | 102

49. COc1ccc(C(C)=O)cc1CSc1cc(C)c2ccccc2n1
50. CSc1nc2ccccc2n1CC(=O)Nc1ccc(C)c(C)c1
51. Nc1nonc1C(=O)N=Nc1c(O)[nH]c2ccccc12
52. Cc1nc2nc(CSc3nnc(C)s3)cc(=O)n2[nH]1
53. CCCCOc1ccc(C(=O)NC)cc1
54. COCc1[nH]nc2c1C(c1sccc1C)C(C#N)=C(N)O2 (stereo not drawn)
55. c1ccc2cc(OCCCN3CCCC3)ccc2c1
56. COc1ccccc1CN(CC(=O)NCC1CCCO1)C(=O)CNS(=O)(=O)c1ccc(C)cc1 (stereo not drawn)
assay / entry | 49 | 50 | 51 | 52 | 53 | 54 | 55 | 56
HePTP inh | 8 | 8 | -1 | 3 | 6 | 3 | -4 | 0
BAP1 block | . | 91 | . | 113 | 95 | 162 | . | 116

57. Cc1cnc(C(=O)Nc2ccc(C(=O)N(C)C3CCCCC3)cc2)cn1
58. CCOc1nc(OCC)nc(N2CCC(C)CC2)n1
59. CCOc1ccc(CC(=O)NCc2cn3c(C)csc3n2)cc1
60. CCOC(=O)COc1ccc(/C=C2/C(=O)NN(c3cccc(Cl)c3)C2=O)cc1OC
61. COc1ccc(NC(=O)C2CC(c3cc(OC)c(OC)c(OC)c3)=NO2)cc1OC (stereo not drawn)
62. CCCCC(c1nnnn1CCOC)N1CCN(c2cccc(OC)c2)CC1 (stereo not drawn)
63. O=C(O)C1CCCCC1C(=O)Nc1ccccn1 (stereo not drawn)
64. O=C(O)c1cc(O)ccc1-c1ccc(O)cc1
assay / entry | 57 | 58 | 59 | 60 | 61 | 62 | 63 | 64
HePTP inh | 5 | 7 | -8 | -9 | 10 | 8 | 5&0 | 6&0
BAP1 block | . | 90 | 83 | . | 115 | 103 | 73 | 101

65. COC(=O)c1c(-c2ccc(C)c(C)c2)csc1N
66. COc1ccc(/C=N/NC(=O)CSc2n[nH]c(=O)[nH]c2=O)cc1
67. CCCn1nc(NC(=O)CC(C)C)c2cc3ccccc3nc21
68. CCCC1C(c2ccccc2)NC(c2ccccc2)C(C)C1(C)O (stereo not drawn)
69. CCc1ccccc1N1C(=O)C2CC=CCC2C1=O (stereo not drawn)
70. COCCNS(=O)(=O)c1ccc2c(c1)C(=O)c1cc(S(=O)(=O)NCCOC)ccc1-2
71. CC(=O)c1c(C)n(-c2ccccc2)c2ccc(O)cc12
72. Cn1cccc1Cc1nnc(SCC(=O)NC2CCCC2)n1CCc1ccccc1
assay / entry | 65 | 66 | 67 | 68 | 69 | 70 | 71 | 72
HePTP inh | 104* | 5 | 3 | 3 | 6 | 0 | 7 | 6
BAP1 block | . | . | . | . | 96 | . | 104 | 100

73. Cc1ccc(C2=CC(c3ccccc3)=N/C(=C(\C#N)C(N)=O)N2)cc1
74. Cn1c(C(=O)NCCCN2CCN(c3cccc(Cl)c3)CC2)cc2c(=O)n(C)c3ccccc3c21
75. CCc1ccc(C2C(C#N)=C(N)SC(N)=C2C#N)s1
76. COc1ccccc1NC(=O)C1=C(C)Nc2ncnn2C1c1cccs1 (stereo not drawn)
77. CN(c1ccc(C(=O)N2CCCC2)cc1)S(=O)(=O)c1ccccc1
78. CC(NC(=O)Nc1ccc(F)cc1F)c1ccncc1 (stereo not drawn)
79. CNc1ccc(SC(F)(F)F)cc1C(=O)c1ccccc1
80. COc1cccc(-c2nc(-c3cccc([N+](=O)[O-])c3)no2)c1
assay / entry | 73 | 74 | 75 | 76 | 77 | 78 | 79 | 80
HePTP inh | 0 | -6 | 0 | 0 | 9 | -2 | 8 | 4
BAP1 block | . | 99 | 73 | 87 | . | 100 | . | .

81. Cc1ccc2nc(NC(=O)c3ccccc3)sc2c1
82. FC(F)(F)COc1nc(N2CCNCC2)nc(N(c2ccccc2)c2ccccc2)n1
83. CS(=O)(=O)N(CC(=O)N1CCN(Cc2ccccc2)CC1)C1CCCCC1
84. Cc1cccc(NC(=O)CS(=O)(=O)c2cn(C)c3ccccc23)c1
85. CCC(=O)C1=C(N2CCOCC2)CC(C)(C)CC1=O
86. CC(c1ccco1)N(C(=O)COc1ccc(Cl)cc1)c1ccccn1 (stereo not drawn)
87. O=C(Cc1nn[nH]n1)NCCC1=CCCCC1
88. CCOC(=O)N1CCN(c2ncnc3nc[nH]c23)CC1
assay / entry | 81 | 82 | 83 | 84 | 85 | 86 | 87 | 88
HePTP inh | -13 | 3 | -4 | -3 | -1 | 6 | -2 | -1
BAP1 block | . | . | 72 | 92 | . | 117 | 95 | 93

89. O=C(Cc1ccccc1)Nn1cnc2ccccc21
90. CC(=O)c1cccc(Nc2cc(C)nc3ncnn23)c1
91. COC(=O)Nc1sc2c(c1C(=O)OC)CCCCC2
92. O=C(Cn1nnc2ccccc21)C1CC1
93. Cc1ccc(NC2=NC(c3ccc(O)cc3)n3c(nc(C)cc3=O)N2)cc1 (stereo not drawn)
94. CC(C)OCCCn1c(=NC(=O)c2ccncc2)c(C#N)cc2c(=O)n3ccccc3nc21
95. O=C1NC(=O)N(c2ccc(Cl)cc2)C(=O)/C1=C/c1cccc(C(F)(F)F)c1
96. O=S(=O)(/N=C(/Nc1cc(N2CCOCC2)ncn1)c1ccc(F)cc1)c1ccccc1
assay / entry | 89 | 90 | 91 | 92 | 93 | 94 | 95 | 96
HePTP inh | 7 | 2 | 10 | 0 | 20 | 16 | 0 | -8
BAP1 block | 106 | . | . | 104 | 86 | i | . | 51

Part of the list above in order of heavy-atom count, largest number first.
94. CC(C)OCCCn1c(=NC(=O)c2ccncc2)c(C#N)cc2c(=O)n3ccccc3nc21
96. O=S(=O)(/N=C(/Nc1cc(N2CCOCC2)ncn1)c1ccc(F)cc1)c1ccccc1
95. O=C1NC(=O)N(c2ccc(Cl)cc2)C(=O)/C1=C/c1cccc(C(F)(F)F)c1
86. CC(c1ccco1)N(C(=O)COc1ccc(Cl)cc1)c1ccccn1 (stereo not drawn)
84. Cc1cccc(NC(=O)CS(=O)(=O)c2cn(C)c3ccccc23)c1
80. COc1cccc(-c2nc(-c3cccc([N+](=O)[O-])c3)no2)c1
90. CC(=O)c1cccc(Nc2cc(C)nc3ncnn23)c1
91. COC(=O)Nc1sc2c(c1C(=O)OC)CCCCC2
87. O=C(Cc1nn[nH]n1)NCCC1=CCCCC1
92. O=C(Cn1nnc2ccccc21)C1CC1
assay / entry | 94 | 96 | 95 | 86 | 84 | 80 | 90 | 91 | 87 | 92
HePTP inh | 16 | -8 | 0 | 6 | -3 | 4 | 2 | 10 | -2 | 0
BAP1 block | i | 51 | . | 117 | 92 | . | . | . | 95 | 104

Going on with the list:
97. Cc1ccc(-c2nnc(NC(=O)c3ccco3)s2)cc1
98. Cc1ccc(OCC(=O)NCCCN(C)C)c(Br)c1
99. COc1cc(C2C(C(=O)c3ccco3)=C(O)C(=O)N2c2cc(C)on2)cc(Br)c1O (stereo not drawn)
100. O=C(CCCOc1ccc(Cl)cc1Cl)n1cnc2ccccc21
101. O=C(CC1SC(=Nc2ccccc2)N(CCCO)C1=O)Nc1ccc(Cl)cc1 (stereo not drawn)
102. COCCn1cnc2c1c(=O)n(CC(=O)c1ccc3c(c1)OCCO3)c(=O)n2Cc1ccccc1
103. COc1ccc(C)cc1NC(=O)CN(c1ccccc1F)S(C)(=O)=O
104. COC(=O)c1ccc(N2C(=O)CC(N(C)Cc3ccccc3)C2=O)cc1 (stereo not drawn)
assay / entry | 97 | 98 | 99 | 100 | 101 | 102 | 103 | 104
HePTP inh | -14 | -2 | -10 | 4 | -3 | 11 | 0 | 6
BAP1 block | . | . | 134 | . | . | 75 | 90 | 92

An unsorted share of the library. Share with any hit: about 0.95%.
